S3 lipid droplet – qHTS Assay for Lipid Storage Modulators in Drosophila S3 Cells | Drosophila S3 cells, BODIPY lipid droplet fluorescence, 18-24 h; cells fed with added oleic acid | lipid storage change, negative = inhibition, % at the top dose, mostly 46.1 µM; hits show Potency in µM | 320,000 compounds, 0.64% hits | AID 2685; active = well fitted inhibition curve with a large enough effect in the signal ratio, with a control signal flat, not every such curve was filed as active; inconclusive = small, poorly fitted or top-dose-only effect, or effect the other way, or a change in a side signal; the % refers to the signal ratio
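Laser-scanning cytometry quantifies lipid droplet accumulation (500–530 nm total intensity; droplet/cell object ratio) in oleic acid-fed (400 uM added) Drosophila S3 cells treated with a concentration series. 20 uM Triacsin C defined 100% inhibition.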
S3 lipid droplet cell count max – further read-out of S3 lipid droplet, marked with its call; cell number change, %; measured here: cell count max response;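 cells counted by Cell Tracker Red CMTPX staining in the red channel; peak over a dose series mostly up to 46.1 µM; percent activity relative to internal control wells on each plate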
Numbers without * were called inactive; i = inactive; ? = inconclusive; . = no result given; [ ] = remark or other dose. % is set by controls: 0 for no effect and ±100 for the full control effect; potency is the fitted concentration of half-maximal effect. An excerpt (hit frequency here may not be typical).

Molecule | S3 lipid droplet | S3 lipid droplet cell count max
CC(C)CCN(CCC(C)C)C/C(O)=C(\C#N)c1nc(-c2ccccc2)cs1 | 1.7% | .
CCOC(=O)c1ccc(NC(=S)N(CCCN2CCN(CC)CC2)Cc2ccco2)cc1 | ? | .
O=C(COC(=O)c1cc(S(=O)(=O)N2CCCCC2)ccc1N1CCOCC1)NCCc1ccc(F)cc1 | ? | .
Cc1cc2[nH]c(=O)c(=O)[nH]c2cc1S(=O)(=O)Nc1cccc(Cl)c1C | ? | .
COc1ccc(-c2cnc3c(c2)CCC3(C#N)C#N)cc1 | 2.8% | 4.0
Cc1cccc(NC(=O)c2ccc(Cl)c(S(=O)(=O)N3CCCC3)c2)n1 | ? | .
COc1ccc2c(Cl)c(C(=O)NCc3ccco3)sc2c1 | ? | .
N#C/C(=C/c1cn(-c2ccccc2)nc1-c1cccc(OCc2ccc(F)cc2)c1)C(=O)NCCCn1ccnc1 | ? | .
O=c1c(-c2ccc(Br)cc2)coc2c(CN3CCCCC3)c(O)ccc12 | ? | .
COc1cc(OC)cc(C(=O)NNC(=O)c2cc(S(=O)(=O)N3CCOCC3)ccc2F)c1 | ? | .
Oc1ccccc1C1=Nc2ncnn2C(c2ccccc2)C1 (stereo not drawn) | ? | .
CC(=O)NN1C(=O)/C(=C/c2ccc(C(C)C)cc2)SC1=S | 22.6% | -15.7
O=C(O)c1ccc(-c2nc3ccccc3[nH]2)cc1 | ? | .
COc1cc([N+](=O)[O-])ccc1NC(=O)CN(C)C | i | .
CCCC(=O)c1cc2c(cc1NC(=O)c1ccccc1F)OCCO2 | ? | .
COc1cccc2cc(C(=O)NC(C)C3CCCO3)c(=O)oc12 (stereo not drawn) | ? | .
N#CCCN(C(=O)COC(=O)c1nc(Cl)ccc1Cl)c1ccccc1 | 16.4% | .
CCN1CCN(c2ccc(S(=O)(=O)N3CCOCC3)cc2NC(=O)C(C)Oc2ccc(Cl)cc2)CC1 (stereo not drawn) | ? | .
CC1CCc2c(nc3ncnn3c2Nc2ccc(OC(F)(F)F)cc2)C1 (stereo not drawn) | 0.5% | -11.5
CCCC1N2CC3([N+](=O)[O-])CN1CC([N+](=O)[O-])(C2)C3(C)C (stereo not drawn) | 11.6% | -8.7
COc1ccc(NC(=S)NC(=O)Cc2ccccc2)c(OC)c1 | ? | .
O=C(CCC(=O)OCc1ccc(C(=O)Oc2ccccc2)cc1)Nc1cccc2ccccc12 | 8.5% | 6.9
Cc1cc(SCC(=O)NCCN2C(=O)CSC2=O)nc2ccccc12 | -3.4% | 5.2
Cc1ccc(C)c(S(=O)(=O)Nc2ccc(O)c(Sc3ncn[nH]3)c2)c1 | 9.7% | 9.2
Cc1ccc(S(=O)(=O)N2CCOCC2)cc1C(=O)OCC(=O)N(Cc1ccccc1)C(C)C | ? | .
O=C(O)c1ccc(N2C(=O)CC(N3CCN(c4cccc(Cl)c4)CC3)C2=O)cc1 (stereo not drawn) | 9.4% | -9.9
S=c1[nH]nc(C2CCCCC2)n1/N=C/c1ccc(Cl)cc1 | ? | .
C=CCn1c(SCC(=O)Nc2nncs2)nnc1-c1ccco1 | ? | .
CCOc1c(Br)cc(/C=N\NC(=O)c2ccccc2)cc1OC | ? | .
CC1CC(C)(C)CC2(C1)NC(=O)N(CC(=O)Nc1ccc(N3CCCCC3)cc1)C2=O (stereo not drawn) | -18.2% | 2.9

Molecule | S3 lipid droplet | S3 lipid droplet cell count max
Cc1cc(C)cc(NC(=O)N2CCC(C(=O)c3ccc(F)cc3)CC2)c1 | ? | .
Cc1ccc(/C=N/NC(=O)C2CC(=O)N(c3ccccc3)C2)s1 (stereo not drawn) | ? | .
O=c1oc(Nc2ccc(F)cc2)nc2ccccc12 | 18.8% | 2.7
OC(COc1ccccc1Br)CN1CCNCC1 (stereo not drawn) | i | 4.0
CC(SCc1ccccc1)C(=O)NC1CCCC1 (stereo not drawn) | ? | .
CC(C)(C)n1nnnc1C(c1cccnc1)N1CCOCC1 (stereo not drawn) | -5.8% | -3.4
COc1ccccc1CCNS(=O)(=O)c1cc2c3c(c1)CCN3C(=O)CC2 | ? | .
CCOC(=O)c1oc2ccccc2c1COC(=O)CNC(=O)c1ccco1 | ? | .
CN(CCOC(=O)/C=C/c1ccco1)Cc1ccccc1 | ? | .
CC1CCCN(C(=O)c2ccc3c(c2NCCO)C(=O)c2ccccc2C3=O)C1 (stereo not drawn) | ? | .
COC(=O)Cc1c(C)c2ccc(OCC(=O)N3CCCC(C)C3)c(C)c2oc1=O (stereo not drawn) | ? | .
CCOc1cc(N2CCOCC2)c(OCC)cc1NC(=O)c1cc(C)nc2ccccc12 | ? | .
O=C(Nc1cccc(S(=O)(=O)NC2=NCCCCC2)c1)c1ccc(Cl)cc1 | ? | .
COc1ccc(CNC(=O)CS(=O)Cc2nc(-c3ccc(C)cc3)oc2C)cc1 (stereo not drawn) | 0.7%[9.22 µM] | 0.4
O=c1n(-c2cccc(Cl)c2)c(=O)n2n1CCC2 | 5.7% | -8.2
Cc1ccc(C)c(N2CCN(C(=O)c3ccc(CS(=O)Cc4ccc(Cl)cc4)o3)CC2)c1 (stereo not drawn) | -4.2% | -11.8
CC(On1nnc2ccccc21)C(=O)N1CCN(Cc2ccccc2)CC1 (stereo not drawn) | ? | .
CCN(C(=S)Nc1cccnc1)c1cccc2ccccc12 | ? | .
C(=Nc1ccc(Nc2ccccc2)cc1)c1ccc2ccccc2c1 | -10.1% | -13.5
CSc1nnc(C2CCN(CC(=O)Nc3ccccc3N3CCOCC3)CC2)n1C | ? | .
O=C(COc1ccc(F)cc1)Nc1nc(-c2ccccn2)cs1 | ? | .
N#Cc1ccccc1S(=O)(=O)Nc1ccc2c(c1)OCCO2 | i | 2.6
CCN(CC(=O)Nc1ccc(Cl)c(C(F)(F)F)c1)CC(=O)NC1CCS(=O)(=O)C1 (stereo not drawn) | 10.5% | -10.2
CN(CC1CCCO1)S(=O)(=O)c1ccc(C(=O)Nc2nc3cc4c(cc3s2)OCO4)cc1 (stereo not drawn) | ? | .
N=c1oc2ccc(Br)cc2cc1C(=O)NCc1ccc(F)cc1 | -3.0% | 24.3
CCN(CC(=O)Nc1ccc(OC)cc1)C(=O)c1cc2c(s1)CCCCC2 | ? | .
COc1ccc(N2CCN(C(=O)C3CCN(S(=O)(=O)c4ccc(C)cc4)CC3)CC2)cc1 | ? | .
CN(Cc1ccccc1)C(=O)c1ccc(COc2ccccc2)cc1 | -12.7% | -9.7
COc1ccc(/C=C/C(=O)NC(=S)NNC(=O)c2cccnc2)cc1OC | -1.5% | .
CC1(C(=O)NCc2cccnc2)CCC(=O)N1CCc1ccccc1 (stereo not drawn) | ? | .

Of the compounds above, these have a CF3 group:
Molecule | S3 lipid droplet | S3 lipid droplet cell count max
CC1CCc2c(nc3ncnn3c2Nc2ccc(OC(F)(F)F)cc2)C1 (stereo not drawn) | 0.5% | -11.5
CCN(CC(=O)Nc1ccc(Cl)c(C(F)(F)F)c1)CC(=O)NC1CCS(=O)(=O)C1 (stereo not drawn) | 10.5% | -10.2

Returning to the listing with the 2 entries that preceded the break.
Molecule | S3 lipid droplet | S3 lipid droplet cell count max
COc1ccc(/C=C/C(=O)NC(=S)NNC(=O)c2cccnc2)cc1OC | -1.5% | .
CC1(C(=O)NCc2cccnc2)CCC(=O)N1CCc1ccccc1 (stereo not drawn) | ? | .
COc1cccc(-c2cc(C(=O)N3CCN(Cc4ccccc4)CC3)no2)c1 | ? | .
Oc1ccc(/C=N/n2cnn(Cc3ccccc3Cl)c2=S)c(O)c1 | ? | .
Cc1ccc(OCc2ccc(C(=O)N3CCOCC3)cc2)cc1C | ? | .
CCNS(=O)(=O)c1ccc(CCC(=O)NCCc2ccc(OC)cc2)cc1 | i | .
COC(=O)c1ccc(CSc2n[nH]c(=S)s2)o1 | ? | .
Cc1ccc(C(=O)N2CCNC(=O)C2CC(=O)Nc2ccc(F)cc2)cc1C (stereo not drawn) | i | .
O=C(CCS(=O)(=O)Cc1ccccc1)Nc1nnc(C(F)(F)F)s1 | ? | .
Cc1csc(N2CCN(c3cc4c(cc3Cl)nc(-c3ccncc3)n4CCCN3CCCC3)CC2)n1 | ? | .
Fc1cnc(N2CCOCC2)nc1N1CCOCC1 | 5.9% | 0.5
COc1cc(-c2csc(NC3CCCCC3)n2)cc(OC)c1OC | ? | .
COCCCn1c(SCC(=O)NC2CCCCC2)nc2ccccc2c1=O | ? | .
CCOC(=O)C1CCCN(C2CCN(Cc3nc(Cc4ccccc4)no3)CC2)C1 (stereo not drawn) | 11.3% | 3.2
Cc1ccc(C2CC2c2n[nH]c(=S)n2-c2cccc(C)c2)cc1 (stereo not drawn) | -9.1% | -17.3
O=C(CNc1ccc(Cl)cc1)c1ccc(Br)cc1 | ? | .
Cc1cc(C)n(-c2ccc3nncn3n2)n1 | 8.8% | 6.0
CN(C)c1nc(N)nc(CSc2nnnn2-c2ccccc2)n1 | ? | .
CCn1c(-c2csc(C(C)C)c2)n[nH]c1=S | ? | .
C=CCSc1nc2ccccc2n2cnnc12 | -7.1% | -10.9
Cc1ccc(C(C)n2cc(C(=O)NCc3ccncc3)nn2)cc1 (stereo not drawn) | ? | .
O=C(c1ccc([N+](=O)[O-])o1)N1CCN(Cc2ccccc2)CC1 | 25.9µM* | -14.3*
CSc1ccccc1NC(=S)Nc1cc(C)cc(C)c1 | ? | .
CC12CC3CC(C)(C1)CC(C(=O)NNC(=O)c1ccncc1)(C3)C2 | ? | .
COc1cc(C=O)ccc1OC(=O)c1cccnc1 | ? | .
CC(=O)Nc1ccc(S(=O)(=O)Nc2nc3ccccc3nc2Cl)cc1 | 17.1% | -14.2
O=[N+]([O-])c1cccc(C(=S)N2CCN(c3ccc(F)cc3)CC2)c1 | ? | .
O=C(NC1CCCc2c1cnn2-c1cc(F)cc(F)c1)c1ccc[n+]([O-])c1 (stereo not drawn) | ? | .
CCc1nc2sc3ccccc3c(=O)c2c(=O)n1Cc1ccc(OC)cc1 | ? | .
CN(C)S(=O)(=O)c1ccc2oc(SCC(=O)c3c(N)n(C4CC4)c(=O)[nH]c3=O)nc2c1 | ? | .
Cc1cccc(OCC(=O)NNC(=O)CCCCC(=O)NNC(=O)COc2cccc(C)c2)c1 | ? | .
COc1ccc(CNC(=O)CCc2nc(-c3ccccc3F)no2)c(OC)c1 | ? | .

Molecule | S3 lipid droplet | S3 lipid droplet cell count max
COc1ccc(C2CC(C(F)(F)F)n3nc(C(=O)O)cc3N2)cc1OC (stereo not drawn) | -2.0% | 20.6
COc1ccc(OC)c2c(C)cc(N3CCN(C(=O)c4ccc(F)cc4)CC3)nc12 | ? | .
Cc1ccc(-n2ncc3c2CCCC3NC(=O)CCc2cnccn2)cc1C (stereo not drawn) | ? | .
C=C(C)COc1ccc(-c2[nH]ncc2-c2ccc(OC)cc2)c(O)c1 | ? | .
Cn1c(=O)n(C)c2cc(NC(=O)COc3ccc(F)cc3)ccc21 | ? | .
O=S(=O)(c1ccc2c(c1)OCCO2)N1CCC(n2nnc3cc(C(F)(F)F)ccc32)CC1 | ? | .
Cc1cccc(-n2c(=O)[nH]c3c(C(N)=O)nc(CC(C)C)nc32)c1 | 3.8% | -5.0
COCCNC(=S)N1CCN(C(c2ccccc2)c2ccccc2)CC1 | i | .
O=C(/C=C/c1ccco1)Nc1nc(-c2ccccn2)cs1 | -9.4% | -7.9
COc1ccc(NC(=O)CCN2C(=O)c3ccc([N+](=O)[O-])cc3C2=O)c(OC)c1 | ? | .
O=C(NCc1ccccc1F)C1CCCN1C(=O)NCc1ccccc1 (stereo not drawn) | ? | .
CCCSCCCNC(=O)Cn1nc(CC)n2c(cc3c(OC)cccc32)c1=O | -0.6% | 10.1
COc1cccc(/C=N/Nc2ccc(C(=O)O)cc2)c1O | ? | .
COc1cccc(-c2nc(CS(=O)(=O)CC(=O)Nc3ccccc3Cl)c(C)o2)c1 | i | .
Cn1c2c(c(=O)n(C)c1=O)CN(Cc1ccco1)CN2 | ? | .
COc1ccccc1N1CCN(C(=O)Cn2ncc3c([nH]c4ccccc43)c2=O)CC1 | i | -9.1
NC(=O)CC[C@H](NC(=O)c1ccc(F)cc1)C(=O)OCC(=O)Nc1c(F)c(F)c(F)c(F)c1F | ? | .
Cc1cc(C(=O)Cn2nnc(-c3ccc(Cl)cc3)n2)c(C)n1CC1CCCO1 (stereo not drawn) | ? | .
CCn1c(SCC(=O)Nc2cc(C)c(Cl)cc2OC)nnc1-c1ccco1 | -32.4% | -9.4
COCCn1nnnc1C(c1ccccc1OC)N1CCN(c2ccccc2F)CC1 (stereo not drawn) | ? | .
Cc1ccc(O)c(NC(=O)c2cccc(S(=O)(=O)N3CCCCC3)c2)c1 | ? | .
CC(=O)N1N=C(c2ccc(C)cc2)OC1c1ccc(C(C)C)cc1 (stereo not drawn) | ? | .
C/C(=N/NC(=O)CNC(=O)c1cccs1)c1ccco1 | 3.4% | .
CCOC(=O)c1c(NC(=O)COC(=O)c2ccc(Cl)nc2)sc(C(=O)N(C)C)c1C | ? | .
CCCCOP(=O)(c1ccc(N(C)C)cc1)C(O)c1cccnc1 (stereo not drawn) | -13.7% | 1.2
CCCCCCCCCCCCCCCCn1cc[n+](CC(C)=O)c1 | ? | .
Cc1ccc(S(=O)(=O)n2nc(C)c(S(=O)(=O)N3CCOCC3)c2C)cc1 | ? | .
O=C(NCC1COc2ccccc2O1)c1cc(S(=O)(=O)N2CCOCC2)c(Cl)cc1Cl (stereo not drawn) | ? | .

High-throughput results: PubChem, National Center for Advancing Translational Sciences (NCATS)
